Assay outcomes (PubChem)
pPAFAH FP inh: pPAFAH enzyme inhibitors, primary screen, biochemical, fluorescence polarization, human; Platelet-activating factor acetylhydrolase (Homo sapiens), Q13093; inhibition, % at 3.39 µM; AID 463082, 2010; 330,000 tested, 1.5% active; recombinant pPAFAH, FP-rhodamine probe fluorescence polarization;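 active = inhibition above the mean inhibition across the screen plus 3 SD, cut at about 25% in these data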;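 also: inhibitors block binding of the rhodamine activity-based probe so polarization drops; 0% = enzyme with DMSO and 100% = wells lacking pPAFAH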
GSTO1 inh: inhibitors of recombinant GSTO1, primary screen, counter-screen for RBBP9 inhibitor project, biochemical, fluorescence polarization | Glutathione S-transferase omega-1 (Homo sapiens), P78417 | activity-based probe fluorescence polarization | inhibition, % at 5.96 µM | 300,000 tested, 1.1% active | AID 1974, 2009;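 active = inhibition above the campaign mean inhibition plus 3 SD, cut at about 35% in these data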;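 also: 0% = GSTO1-1 with DMSO and 100% = wells lacking GSTO1-1 enzyme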
Target sequence (P78417 whole entry, looked up): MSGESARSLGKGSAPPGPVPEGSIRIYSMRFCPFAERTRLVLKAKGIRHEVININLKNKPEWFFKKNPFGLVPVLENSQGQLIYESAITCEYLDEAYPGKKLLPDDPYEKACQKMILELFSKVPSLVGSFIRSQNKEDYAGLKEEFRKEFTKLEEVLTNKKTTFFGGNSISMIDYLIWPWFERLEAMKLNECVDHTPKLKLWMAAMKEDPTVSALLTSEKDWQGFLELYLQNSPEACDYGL
LYPLA2 counter: LYPLA2 inhibitors, primary screen, counter-screen for PME1 inhibitor project, biochemical, fluorescence polarization, FP-Rh probe ABPP; Acyl-protein thioesterase 2 (Homo sapiens), O95372; recombinant LYPLA2; inhibition, % at 5.9 µM; 320,000 tested, 0.38% active;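 active = inhibition above the screen-wide mean plus 3 SD, limit set per campaign, cut at about 26% in these data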;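 also: 0% = LYPLA2 with DMSO and 100% = wells lacking LYPLA2 enzyme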
Target sequence (O95372 whole entry, looked up): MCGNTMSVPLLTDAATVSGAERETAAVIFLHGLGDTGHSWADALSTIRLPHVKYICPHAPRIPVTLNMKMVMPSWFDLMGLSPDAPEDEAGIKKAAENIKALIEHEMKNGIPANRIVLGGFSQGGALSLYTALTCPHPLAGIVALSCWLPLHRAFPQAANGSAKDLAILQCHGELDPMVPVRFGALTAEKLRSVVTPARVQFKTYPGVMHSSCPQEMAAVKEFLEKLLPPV
PAD4 inh: human PAD4 inhibitors, primary screen, biochemical, fluorescence polarization, 1536-well format. inhibition, % at 6.36 µM. 330,000 tested, 0.41% active. recombinant PAD4, RCA probe fluorescence polarization;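 active = percent inhibition above a cutoff equal to the mean of all tested compounds plus 3 SD, cut at about 15% in these data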;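 also: 0% = PAD4 with RCA probe and DMSO and 100% = probe without PAD4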
PREPL inhibitor: PREPL enzyme inhibitors, primary screen, biochemical, fluorescence polarization. Prolyl endopeptidase-like (Homo sapiens), Q4J6C6. recombinant PREPL, fluorescence polarization activity-based probe. inhibition, % at 5.96 µM. 320,000 tested, 0.68% active; in the data active = inhibition above about 43%;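 also: 0% = enzyme with DMSO and 100% = wells lacking enzyme; many of its hits are not listed in these tables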
PME-1 inh: PME-1 inhibitors via competitive probe labeling, primary screen, biochemical, fluorescence polarization, FP-Rh probe, HTS; 320,000 tested, 0.53% active; inhibition, % at 5.9 µM; recombinant PME-1;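 active = inhibition above the campaign mean of all compounds plus 3 SD, cut at about 26% in these data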;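 also: competitive labeling of PME-1 active site by serine hydrolase directed probe; 0% = PME-1 with DMSO and 100% = wells lacking PME-1 enzyme; inhibitors block probe labeling so polarization falls and inhibition rises; many of its hits are not listed in these tables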
PAFAH1B2 FP inh: PAFAH1B2 enzyme inhibitors, primary screen, biochemical, fluorescence polarization, human. inhibition, % at 3.39 µM. recombinant PAFAH1B2, FP-rhodamine activity probe. Platelet-activating factor acetylhydrolase IB subunit alpha2 (Homo sapiens), P68402. 340,000 tested, 1.2% active. AID 492953, 2010;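 active = inhibition above the mean of all tested compounds plus 3 SD, cut at about 24% in these data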;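 also: 0% = enzyme with DMSO and 100% = wells lacking PAFAH1B2; many of its hits are not listed in these tables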
Target sequence (P68402 whole entry, looked up): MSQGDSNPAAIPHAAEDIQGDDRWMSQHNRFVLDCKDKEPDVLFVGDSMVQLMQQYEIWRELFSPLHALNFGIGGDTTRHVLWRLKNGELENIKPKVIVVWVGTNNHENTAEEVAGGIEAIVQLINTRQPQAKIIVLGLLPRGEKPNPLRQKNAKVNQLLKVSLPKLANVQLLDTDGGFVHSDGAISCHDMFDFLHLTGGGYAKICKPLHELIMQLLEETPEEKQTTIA
LYPLA1 counter: LYPLA1 inhibitors, primary screen, counter-screen for PME1 inhibitor project, biochemical, fluorescence polarization, FP-Rh probe ABPP; Acyl-protein thioesterase 1 (Homo sapiens), O75608; recombinant LYPLA1; inhibition, % at 5.9 µM; 320,000 tested, 0.16% active;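 active = inhibition above the mean of all tested compounds plus 3 SD, set per campaign, cut at about 14% in these data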;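 also: inhibitors block serine hydrolase probe labeling of LYPLA1 so polarization falls; 0% = enzyme with DMSO and 100% = wells lacking LYPLA1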
Target sequence (O75608 whole entry, looked up): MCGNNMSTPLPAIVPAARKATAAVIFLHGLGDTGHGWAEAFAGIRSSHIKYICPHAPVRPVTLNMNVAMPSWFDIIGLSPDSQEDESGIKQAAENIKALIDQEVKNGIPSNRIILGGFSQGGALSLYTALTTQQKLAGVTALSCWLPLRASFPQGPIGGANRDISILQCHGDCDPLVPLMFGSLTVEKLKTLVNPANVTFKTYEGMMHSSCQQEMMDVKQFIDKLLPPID
PAFAH1B3 FP inh: PAFAH1B3 enzyme inhibitors, primary screen, biochemical, fluorescence polarization, human. Platelet-activating factor acetylhydrolase IB subunit alpha1 (Homo sapiens), Q15102. recombinant PAFAH1B3, FP-rhodamine probe. inhibition, % at 3.39 µM. 340,000 tested, 0.28% active. AID 492972, 2010;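 active = inhibition above the screen-wide average of all tested compounds plus 3 SD, cut at about 25% in these data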;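 also: 0% = enzyme with DMSO only and 100% = wells lacking PAFAH1B3 protein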
Starred values were filed as active, the others as inactive; nt = not tested or not shown.

SMILES	pPAFAH FP inh	GSTO1 inh	LYPLA2 counter	PAD4 inh	PREPL inhibitor	PME-1 inh	PAFAH1B2 FP inh	LYPLA1 counter	PAFAH1B3 FP inh
CCC(C)(C)NC(=O)C(c1ccc(OC)cc1)N(Cc1ccco1)C(=O)CCC(=O)Nc1cc(C)on1 (configuration not stated)	2.3	10.8	0.6	-2.4	10.5	-1.1	3.2	-2.6	0.4
COC(=O)c1nnn(-c2nonc2N)c1CSc1nnc(C)s1	1.7	6.1	5.7	-0.3	5.2	-4.1	5.8	3.8	-0.2
CN(C)c1cccc(N=C2C=C(N3CCOCC3)CC(C)(C)C2)c1	3.9	3.4	3.4	1.3	35.5	-0.8	-1.6	0.1	-2.7
COCCN(CCOC)C(=O)c1ccc(NS(=O)(=O)c2ccc3c(c2)OCCO3)cc1	1.6	2.2	3.8	1.3	-5.6	1.6	-1.6	0.9	-0.8
COc1ccc(C(=O)NCCC2=CCCCC2)cc1[N+](=O)[O-]	3.8	0.4	3.4	-2.4	3.1	-0.8	12.0	0.1	10.5
CCn1nc(NC(=O)CC(C)C)c2cc3cccc(C)c3nc21	-1.1	-3.5	-2.5	-2.7	-8.1	-6.5	0.0	-1.4	-0.9
CC(C)C(=O)N1CCN(c2ccc(NC(=O)c3ccc([N+](=O)[O-])o3)cc2)CC1	0.8	11.6	1.3	-2.8	3.0	-4.3	1.8	-2.4	5.1
Cc1ccccc1-n1c(SCC(=O)N2CCC(C(=O)O)CC2)nnc1-c1ccncc1	0.6	4.2	-0.2	-2.8	4.1	-7.8	4.4	1.4	8.9
Cc1ccc(S(=O)(=O)c2nnn3c2nc(N2CCN(c4ccccn4)CC2)c2ccccc23)cc1	2.8	-0.1	11.5	3.3	-15.8	-5.6	6.6	-0.6	6.3
CNS(=O)(=O)c1ccc(OC)c(-c2nnc3c4ccccc4c(C)nn23)c1	9.8	-9.1	-0.6	0.3	6.8	3.8	-2.4	1.8	2.2
Cc1ccc(-c2nnn(CC(=O)NCC3CC3)n2)o1	2.8	4.8	5.3	1.6	9.4	2.0	4.8	1.9	-3.6
COc1ccc(NC(=O)COC(=O)CC23CC4CC(CC(C4)C2)C3)c([N+](=O)[O-])c1	5.3	-3.8	-1.4	-3.8	-1.5	-1.4	2.5	-6.0	2.0
COc1ccc(NC(=O)CSc2nnc(-c3ccccn3)n2N)c(OC)c1	-3.8	-2.9	-6.4	-5.7	19.6	11.0	-4.3	-1.9	-2.8
Cc1ccc(S(=O)(=O)N2CCC[C@H]2C(=O)OCC(=O)Nc2ccc3c(c2)OCO3)cc1	7.0	nt	nt	-4.1	21.6	nt	1.9	nt	8.0
COc1ccccc1CNC(=O)N/C=C/c1ccc(Cl)cc1	5.9	-3.8	-7.1	-1.2	4.0	1.6	2.4	-5.5	-1.8
COc1cccc(NC(=O)CN(C)CC(=O)NC(C)c2ccccc2)c1 (configuration not stated)	2.0	6.7	0.4	1.3	-8.5	0.2	3.7	-1.7	-0.3
Cc1cc2c(cc3c(=O)n(CC(=O)NCCCN4CC(C)CC(C)C4)ncn32)s1 (configuration not stated)	-6.3	7.8	1.2	-2.7	5.1	-10.4	2.9	-0.1	9.4
CCc1ccccc1NC(=O)c1cc2sccc2n1C	1.2	5.7	9.3	0.7	-8.3	-0.8	-3.4	2.3	-7.0
Cn1c(SCc2ccccc2C#N)nc2ccccc2c1=O	0.7	-2.7	-12.4	-1.9	-19.2	1.9	1.9	-5.4	8.0
CC(C)(C)OC(=O)C[C@@H]1C/C=C\C[C@@H](CC(=O)N(CCO)Cc2ccccc2)C(=O)N[C@H](Cc2c[nH]c3ccccc23)COC1=O	2.0	nt	nt	-3.5	13.5	nt	8.0	nt	2.4
COc1ccc(C2C(C(C)=O)=C(C)Nc3ncnn32)cc1 (configuration not stated)	4.8	3.8	0.9	6.5	-5.2	-1.8	4.1	-1.4	2.8
Cn1c(C(=O)O)c(CC(=O)NCC2COc3ccccc3O2)c2ccccc21 (configuration not stated)	5.1	1.8	1.1	4.8	11.0	4.1	9.8	-1.8	5.7
O=C(O)CCC(=O)N1CCN(c2ncccn2)CC1	1.2	-2.6	4.9	-0.4	7.0	3.0	-2.2	0.0	0.6
CC(O)Cc1nsc(NC(=O)c2ccc(Br)o2)n1 (configuration not stated)	-9.6	-12.0	-5.5	-0.4	10.5	-6.6	3.1	0.2	3.6
O=C(CCNS(=O)(=O)/C=C/c1ccccc1)NCCc1c[nH]c2ccccc12	4.5	3.5	2.8	-2.6	6.5	-3.5	5.7	0.4	2.6
COCCNS(=O)(=O)c1cc(-c2nn(C)c(=O)c3ccccc23)ccc1C	-2.1	-0.7	-4.4	2.4	5.2	3.7	4.3	-4.7	4.2
Cn1cc(CNC(=O)C2CCC(=O)N(Cc3ccccc3F)C2)cn1 (configuration not stated)	3.8	-1.2	2.1	-3.1	26.1	-1.8	2.0	3.5	0.1
Cc1cc(C(=O)Nc2ccc(Nc3ccccc3)cc2)ccc1[N+](=O)[O-]	16.8	6.7	-1.0	-1.1	28.3	1.3	2.4	-1.4	10.9
O=C(c1ccccc1N(Cc1ccccc1)S(=O)(=O)c1ccccc1)N1CCOCC1	-0.5	-4.7	-1.2	-4.2	10.2	3.6	1.8	1.7	10.4
C/C(=N/NC(=O)c1ccc2c(c1)OCO2)c1ccc(Br)s1	2.1	-3.8	-1.2	-0.2	4.8	2.8	1.2	-0.6	4.8
O=C(NCc1ccco1)c1cc(Cl)nc(Cl)c1	0.8	0.6	12.5	0.7	7.8	-1.9	-4.2	-2.3	0.4
CCCN(CC(=O)Nc1ccccc1C)C(=O)c1ccc2[nH]c3c(c2c1)CC(C)CC3 (configuration not stated)	2.6	nt	-1.4	-0.8	21.7	-0.5	19.1	1.2	4.4
CCOC(=O)C1CCN(c2nnc(N3CCCC3=O)s2)CC1	2.3	5.8	-3.2	2.8	2.8	-4.2	-0.9	4.2	0.8
C=CCn1c(SCC(=O)c2c(N)n(C)c(=O)n(C)c2=O)nc2sc(C)c(C)c2c1=O	5.5	-2.9	4.0	-0.9	5.0	-2.4	0.6	-1.1	-1.7
COCCn1c(=O)[nH]c2cc(C(=O)N3CCN(c4cccc(Cl)c4)CC3)ccc2c1=O	-6.5	1.2	-7.8	2.6	21.9	-0.6	-1.9	51.9*	0.2
Cn1c(N)c(C(=O)COC(=O)c2cc3ccccc3cc2O)c(=O)n(C)c1=O	-2.6	nt	nt	-1.0	25.0	nt	0.8	nt	4.0
CCOC(=O)c1c(/N=C/N(C)C)sc(C)c1C	2.9	-8.6	2.7	-8.2	-2.6	0.5	1.7	0.7	10.1
CC1=CC(c2ccccc2)=NS(=O)(=O)N1	-5.2	nt	nt	-6.7	nt	nt	-1.0	nt	11.3
O=C1CC(N2CCC(c3nc4ccccc4[nH]3)CC2)C(=O)N1c1cccc(F)c1 (configuration not stated)	3.1	-4.6	-0.6	-7.2	-0.6	-5.0	-3.8	-0.2	6.1
O=C(CSCc1ccccc1Cl)NN=C1CCCCCC1	5.6	-3.1	-2.0	2.2	-49.3	-4.1	2.2	-0.5	3.3
Cc1cc(=O)n2c(n1)OC(CO)C2 (configuration not stated)	3.9	-0.5	1.3	-2.4	1.1	1.0	0.0	-3.1	9.4
CCOC(=O)/C=C1\SCC(=O)N1CC(=O)Nc1ccc(OC)c(OC)c1	0.8	-0.6	-5.2	-6.6	8.9	-2.7	-9.3	-1.0	1.1
CCOc1ccccc1NS(=O)(=O)c1ccc2c(c1)n(C)c(=O)c(=O)n2C	1.0	5.8	8.1	3.1	10.8	7.1	8.8	2.0	6.5
Cn1cccc1C(=O)OCC(=O)N1CCN(c2ccccc2)CC1	7.4	nt	nt	-2.0	38.6	nt	6.2	nt	4.0
CC(=O)Nc1ncnc2c1c(-c1ccc(Cl)cc1)nn2C(C)(C)C	0.6	-2.2	0.6	-9.5	0.7	-1.9	6.3	0.2	1.0
COc1ccc(NC(=O)COc2ncnc3ccccc23)cc1S(=O)(=O)N1CCOCC1	-1.4	3.1	-3.9	3.9	5.3	4.7	3.8	-1.3	0.7
Cc1ccc(NS(=O)(=O)c2cccc([N+](=O)[O-])c2)nc1	1.0	7.2	-0.4	-7.8	4.4	-4.6	3.2	-0.9	2.1
Cn1c(CCNC(=O)c2ccc(Cl)c(Cl)c2)nnc1SCc1ccc(Cl)c(Cl)c1	2.5	-6.5	-3.5	-0.1	1.8	0.5	6.7	0.1	7.4
CCOC(=O)Cc1csc(NC(=O)COc2ccccc2OC)n1	-0.4	0.1	-2.6	4.1	14.7	1.8	-4.2	0.7	5.3
CCN1C(=O)[C@@H]2[C@H](C1=O)[C@@H]1C(=O)Nc3ccccc3C(=O)N1[C@@H]2c1ccccc1	-1.1	0.8	0.0	2.2	-4.5	-1.9	1.4	-0.9	11.8

The listing continues.
SMILES	pPAFAH FP inh	GSTO1 inh	LYPLA2 counter	PAD4 inh	PREPL inhibitor	PME-1 inh	PAFAH1B2 FP inh	LYPLA1 counter	PAFAH1B3 FP inh
Nc1nc(-c2cccnc2)nn1C(=O)Cc1ccccc1	4.4	1.5	-1.5	-4.2	-1.9	-2.2	5.5	-0.4	8.5
Cc1cccc(N2CCN(Cc3nc(-c4cccc(Oc5ccccc5)c4)oc3C)CC2)n1	6.6	-2.4	-0.5	-2.1	11.7	0.9	1.5	0.3	-3.5
CCOC(=O)CN(Cc1ccccc1)C(=O)OC(C)(C)C	0.5	1.2	-1.5	-0.8	-4.4	-1.7	nt	-3.0	nt
O=C(COc1ccc(S(=O)(=O)Nc2cccc(C(F)(F)F)c2)cc1)N1CCOCC1	16.0	2.9	2.8	-9.5	-4.5	-6.3	6.7	0.5	-9.0
C/C(=N\NC(=O)c1nnn(-c2nonc2N)c1CN(C)c1ccccc1)c1ccc(O)cc1	5.3	6.3	2.1	-1.8	8.4	-6.3	0.8	-5.8	0.2
CCOc1ccc(CNC(=O)CCS(=O)(=O)Cc2ccc(C)cc2)cc1OC	5.7	8.7	-2.6	-1.5	13.2	0.0	0.9	-0.3	-3.0
Cc1c2cnn(CC(=O)N3CCN(c4ncccn4)CC3)c(=O)c2c(C)n1Cc1ccc(F)cc1	4.7	0.2	6.9	-3.3	6.9	-4.0	nt	2.0	nt
Cc1ccc(S(=O)(=O)NCC(=O)N(CC(=O)NCC2CCCO2)c2ccc(Cl)cc2)cc1 (configuration not stated)	-2.9	4.4	-0.3	2.6	2.6	-1.9	2.3	-4.7	9.6
Cc1ccc(Cl)cc1NC(=S)N(CCCN1CCOCC1)Cc1ccccn1	-4.3	-1.1	-2.4	1.9	-4.1	-6.5	-0.7	0.7	0.2

Not all compounds are listed; the hit share may differ from the screen's.
